PfHsp90 set2 – inhibits growth of yeast expressing Plasmodium falciparum Hsp90; S. cerevisiae expressing PfHsp90, BacTiter-Glo ATP, 48 h; yeast lacking PDR1 and PDR3 efflux regulators; inhibition, % at 9.4 µM; hit rate 0.32% among 310,000;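 active = every replicate shows inhibition above about 80%, whatever the replicate mean, limit read from the data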;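 also: 0% = DMSO neutral controls and 100% = 20 µM radicicol positive controls; yeast relying on Plasmodium falciparum Hsp90 in place of its own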
Wnt bcat act – Wnt/beta-catenin pathway activation. Wnt/beta-catenin reporter cell assay, activator, plate reader. activation, % at 9.35 µM. hit rate 1.2% among 300,000; in the data active = activation above about 30%, passing the limit was not always enough;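 also: 0% = neutral control wells and 100% = positive control wells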
AddAB inh – less growth of phage-infected E. coli with AddAB. hit rate 0.29% among 330,000. inhibition, % at 11.9 µM. E. coli expressing H. pylori AddAB, absorbance growth. AID 435030; in the data active = inhibition above about 12%;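 also: 0% = vehicle wells of infected cells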
CAL PDZ FP – blocks peptide binding to human CAL PDZ domain. Q9HD26. purified CAL PDZ, TMR-peptide fluorescence polarization, 1 h. inhibition, % at 20 µM. hit rate 0.02% among 330,000. AID 504414;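 active = highest replicate inhibition of at least 40%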;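 also: plate controls were DMSO neutral control wells for no effect and unlabeled competitor peptide control wells for full effect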
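Test system: tagged CAL PDZ domain / Buffer or medium: sodium phosphate/NaCl buffer pH 7.4 with TCEP, IgG, Thesit / Reagent: TMR-labelled reporter peptide T*-PRC34 bound in PDZ groove / Compound dosing: single point, 20 µM / Schedule: 1 h incubation at room temperature before polarization reading / Technique: fluorescence polarization (mP) / Benchmarks: unlabelled peptide, DMSO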
DAGLB inh – blocks human DAGLB lipase activity | Q8NCG7 | HEK293T DAGLB membrane lysate, EnzChek fluorogenic substrate | inhibition, % at 5.17 µM | hit rate 0.059% among 340,000; in the data active = inhibition above about 34%;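 also: 0% = enzyme with vehicle and 100% = wells lacking enzyme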
Target sequence (Q8NCG7 whole entry, looked up): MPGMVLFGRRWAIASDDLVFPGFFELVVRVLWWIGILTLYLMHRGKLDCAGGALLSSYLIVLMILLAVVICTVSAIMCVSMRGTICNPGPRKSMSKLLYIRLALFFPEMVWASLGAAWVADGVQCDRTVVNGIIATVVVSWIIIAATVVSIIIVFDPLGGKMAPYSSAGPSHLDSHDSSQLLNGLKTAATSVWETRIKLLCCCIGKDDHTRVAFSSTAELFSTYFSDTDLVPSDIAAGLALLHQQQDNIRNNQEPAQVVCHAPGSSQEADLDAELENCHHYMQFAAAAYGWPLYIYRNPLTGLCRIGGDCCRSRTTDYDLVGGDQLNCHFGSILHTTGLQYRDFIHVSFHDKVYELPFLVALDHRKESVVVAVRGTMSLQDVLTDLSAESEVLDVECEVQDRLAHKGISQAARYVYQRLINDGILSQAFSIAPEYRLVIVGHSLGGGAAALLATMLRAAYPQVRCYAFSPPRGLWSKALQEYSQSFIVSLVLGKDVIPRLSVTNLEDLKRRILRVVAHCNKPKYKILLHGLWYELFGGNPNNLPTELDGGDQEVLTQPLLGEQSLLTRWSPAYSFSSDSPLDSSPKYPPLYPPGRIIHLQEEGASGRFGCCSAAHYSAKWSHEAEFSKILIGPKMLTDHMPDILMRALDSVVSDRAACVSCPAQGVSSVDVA
phage Ecoli inh – E. coli growth loss with phage present; AID 651602; hit rate 0.26% among 360,000; growth absorbance; inhibition, % at 11.9 µM; in the data active = inhibition above about 11%
PvdQ inh – P. aeruginosa PvdQ acylase inhibition | purified PvdQ acylase, fluorescence plate reader | inhibition, % at 10 µM | hit rate 0.063% among 340,000 | AID 488965; in the data active = inhibition above about 30%, passing the limit was not always enough;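 also: 0% = vehicle neutral wells and 100% = reference inhibitor wells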
Tat transport – E. coli Tat transport inhibition | inhibition, % at 10 µM | hit rate 0.036% among 340,000 | E. coli MC4100 TorA-mCherry Tat export, fluorescence;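 active = mean replicate inhibition at least 50% and at least half of replicates individually reaching 50%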;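 also: exported cargo escapes ClpAP degradation while cytoplasmic cargo is degraded and loses fluorescence; 0% = median of neutral control wells and 100% = median of NaSCN control wells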
E coli growth – bacterial growth inhibition, counter-screen for AddAB inhibitors; inhibition, % at 11.9 µM; hit rate 0.27% among 330,000; AID 449728; E. coli V3065 growth, OD600 absorbance, 18 h;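 active = inhibition above the campaign's mean inhibition across all tested compounds plus 3 SD, cut at about 9.9% in these data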;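 also: uninfected addAB+ strain grown without phage in ampicillin broth; 0% = DMSO wells and 100% = ciprofloxacin 0.95 µg/ml wells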
Rtt109 HAT inh – inhibitors of Candida albicans Rtt109/Vps75 histone acetyltransferase; Q5AAJ8; purified Rtt109/Vps75, ThioGlo CoA-SH fluorescence, 4 h; inhibition, % at 34.9 µM; hit rate 0.16% among 330,000; AID 540336;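 active = inhibition of at least 50% in every replicate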
Target sequence (Q5AAJ8 whole entry, looked up): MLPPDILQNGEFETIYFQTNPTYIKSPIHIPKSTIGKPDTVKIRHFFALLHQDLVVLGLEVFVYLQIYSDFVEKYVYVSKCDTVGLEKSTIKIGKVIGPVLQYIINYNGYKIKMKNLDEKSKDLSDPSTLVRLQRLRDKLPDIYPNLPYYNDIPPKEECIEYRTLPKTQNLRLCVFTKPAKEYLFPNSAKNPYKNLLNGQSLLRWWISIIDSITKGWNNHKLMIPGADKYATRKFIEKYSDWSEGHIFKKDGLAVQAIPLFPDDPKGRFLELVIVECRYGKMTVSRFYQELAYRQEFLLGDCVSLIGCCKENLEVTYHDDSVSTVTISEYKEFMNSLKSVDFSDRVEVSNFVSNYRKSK
* = called active by the depositor; . = not tested or not shown; & = joins results of further samples.

SMILES	PfHsp90 set2	Wnt bcat act	AddAB inh	CAL PDZ FP	DAGLB inh	phage Ecoli inh	PvdQ inh	Tat transport	E coli growth	Rtt109 HAT inh
CC1Cc2ccccc2N1C1=CC(=O)CCC1 (stereo unspecified)	.	-2	1.3	0.0	2	4.0	-2	3	0.9	3
O=C(c1ccccc1)c1cnc(Nc2ccc(Cl)c(Cl)c2)s1	-13	.	4.7	-0.7	1	0.6	2	1	-2.6	16
COc1cccc(-n2nnnc2S(C)(=O)=O)c1	-64	.	1.9	-0.4	-2	.	-10	-39	0.8	4
COCCCNS(=O)(=O)c1ccccc1	9	.	2.2	-0.4	-2	1.6	-7	0	0.0	-13
COc1ccc(Cc2nc(N)nc(N)n2)cc1	-4	.	1.0	1.3	-3	1.2	-16	1	2.7	-4
Cc1cc(NC(=O)c2sc(Nc3cccc(C(F)(F)F)c3)nc2N)no1	.	-3	1.5	1.5	0	5.2	9	2	0.4	-3
COc1ccccc1NS(=O)(=O)c1cccc(C(=O)NCC(c2ccco2)N2CCCC2)c1 (stereo unspecified)	.	-1	1.2	-1.8	-2	2.0	8	-4	-3.2	3
N#CC(C#N)=Cc1cccn1-c1ccc(S(N)(=O)=O)cc1	-13	0	-3.4	-0.5	0	5.2	13	12	-0.9	16
O=c1[nH]c(N/N=C/c2ccccc2Br)nnc1-c1ccccc1	4	18	3.5	-1.4	-3	1.0	-13	-5	1.4	6
COc1ccc(C(=O)NCc2nnc(SCC(=O)NC3CCCCC3)o2)cc1	-28	-2	3.2	-0.1	1	0.3	-3	0	1.8	-7
CCn1c(CCC(=O)Nc2ccccc2F)nnc1SCC(=O)Nc1ccc(OC)cc1	-49	1	-0.6	-3.0	0	2.3	-5	5	1.6	-2
O=C(Cc1ccccc1)NC1(O)C(=O)c2ccccc2C1=O	-10	-2	0.5	0.1	.	1.0	5	-2	0.5	13
Cc1ccccc1C(=O)N1CCN(c2ccc(NC(=O)CSc3ccc(Cl)cc3)cc2)CC1	-31	.	3.6	0.0	2	3.0	-16	4	1.7	2
CCOC(=O)c1c(/N=C/c2ccccc2O)sc2c1CCC2	-4	-1	2.0	-0.1	-1	1.8	-14	3	-0.4	0
COc1ccccc1N1CCN(C(c2cc3cc(C)ccc3[nH]c2=O)c2nnnn2C2CCCC2)CC1 (stereo unspecified)	.	6	0.2	-0.5	6	3.6	-5	1	0.5	1
Cc1nnc(SCC(=O)n2c3c(c4ccccc42)CCCC3)s1	-12	-2	-0.3	-0.1	-2	0.3	-7	0	0.4	13
COC(=O)c1ccc(C2C(C(=O)c3cc4ccccc4o3)=C(O)C(=O)N2CCN2CCOCC2)cc1 (stereo unspecified)	-19	0	0.3	-1.3	1	0.3	-7	0	-1.4	0
C=CCNC(=O)CCCOc1ccc(C)cc1	-3	.	-0.8	-0.8	-1	0.1	-10	2	-3.3	-3
N#Cc1nc(-c2ccco2)oc1NCc1cccnc1	.	-1	2.9	-0.4	5	3.0	-10	-5	-0.4	2
CN1CCN(c2ccc(-c3cccc(NC(=O)COc4ccccc4)c3)nn2)CC1	12	27	0.8	-2.3	0	5.1	-12	5	1.5	9
CCC(=O)Nc1cccc(-n2nnnc2SCC(=O)c2ccc(C)c(C)c2)c1	11	14	-1.0	-2.8	-2	1.9	-14	4	-2.5	.
Cc1cccc(CCNC(=O)COc2cc(=O)n(C)c3ccccc23)c1	6	-1	-0.3	-0.3	0	3.2	-6	4	-1.6	-13
CCn1c(COc2ccc(=O)n(-c3ccccc3)n2)nnc1SCc1ccccc1	18	-5	4.2	0.1	0	3.3	-16	-3	0.0	1
N#CC1=C(S)N(c2ccc(F)cc2)C2(CCCCC2)NC1=O	-3	0	-0.5	-0.6	2	1.5	0	9	-1.8	-1
NS(=O)(=O)c1ccc(CCNC(=O)CCS(=O)(=O)c2ccc(Br)cc2)cc1	36	-1	.	0.5	0	2.0	-13	-1	.	-2
Cc1[nH]c(=O)[nH]c(=O)c1S(=O)(=O)Nc1cccc([N+](=O)[O-])c1C	1	1	.	.	-1	0.6	-9	-10	.	-6
Cc1ccc(C(=O)NNC(=O)/C=C\C(=O)O)cc1	18	9	0.9	-1.7	-3	1.4	-5	0	0.8	-6
O=C(CCC1CCCN(C(=O)C2=CCCC2)C1)N1CCN(c2ccccn2)CC1 (stereo unspecified)	0	-5	1.4	0.3	1	4.6	-27	-1	-2.4	1
CN(C)S(=O)(=O)c1cccc(NC(=O)c2cc3ccccc3o2)c1	.	.	1.1	-5.3	1	4.3	-7	-7	0.6	.
CC1CC(CCC(=O)NC(=S)Nc2ccc(Cl)cn2)C(=O)O1 (stereo unspecified)	-9	0	-0.2	-1.8	1	3.7	-5	-24	-1.3	.
CCC(Cc1ccccc1)NC(=O)Cn1cccc1C(=O)c1ccccc1 (stereo unspecified)	5	1	4.0	-2.4	-1	3.3	-10	-4	-0.2	1
CN(CC(=O)Nc1ccc(Cl)c(Cl)c1)C(=O)CNC(=O)C1CCCCC1	6	-3	1.6	-1.2	1	1.9	-8	1	1.6	4
CC1CCN(CCCCOc2ccc(Cl)cc2)CC1	3	.	1.5	0.4	1	.	-8	-2	0.6	-4
COc1cc2[nH]c(=S)n(NC(=O)CC(C)C)c(=O)c2cc1OC	8	.	2.8	-1.7	0	2.7	-9	-1	1.6	-7
O=S(=O)(NC1=NCCCCC1)c1ccc2sc(NS(=O)(=O)c3ccc4ccccc4c3)nc2c1	-9	9	2.6	-1.7	-3	1.4	-1	1	0.3	9
COc1ccc(NCc2nnc(SCC(=O)Nc3ccc(OC)cc3OC)o2)cc1	8	0	1.4	0.3	-1	1.2	1	-6	0.4	0
CC(=O)Nc1ccc(NC(=O)CN2C(=O)NC3(CCCCCCC3)C2=O)cc1	-2	-7	0.1	-0.1	0	3.9	-16	1	2.6	-1
COc1ccc(CN2CC(C(=O)NCCCN3CCCCCC3)CC2=O)cc1 (stereo unspecified)	6	.	-0.2	0.2	0	1.9	-6	3	0.2	9
COc1ccc(CCNC(=O)c2c(O)c3cccc4c3n(c2=O)CC4)cc1OC	11	.	0.8	-1.3	2	-1.9	1	1	-1.1	24
CCCc1cc(=O)oc2cc(C)cc(OCC(=O)NCCCN3CCCC3=O)c12	-3	-2	0.9	-0.2	-2	1.1	-13	-3	-0.4	-6
Nc1ccc2c(c1)Cc1cc([N+](=O)[O-])ccc1-2	-12	7	5.5	-1.8	10	5.4	-1	3	-0.9	.
CC1CCN(C(=O)CSc2nc3ccccc3c(=O)n2Cc2ccc3c(c2)OCO3)CC1	.	.	3.1	-2.4	-7	2.8	0	4	-1.5	-13
CC(C)c1ccc(OCC(=O)Nc2ccc(S(=O)(=O)Nc3ccccn3)cc2)cc1	-11	-1	3.4	-2.7	1	-2.6	-9	5	0.6	-10
O=C(Cc1ccc(Cl)cc1)NCC(=O)N1CCN(c2ccccc2)CC1	-20	1	3.0	0.4	2	2.8	-12	-2	0.2	2
COc1cc(OC)cc(C(=O)N[C@H](C(=O)OCC(=O)Nc2cccc(F)c2)C(C)C)c1	-6	.	-1.0	-0.5	-6	1.7	0	-8	-1.6	0
COc1cc(/C=C/C(=O)OCC(=O)NC(=O)NC(C)(C)C)ccc1O	-1	24	0.9	-0.8	2	3.0	-2	-3	-3.4	-1
c1ccc2c(C3=NNC(=NC4CC4)SC3)c[nH]c2c1	-10	.	3.7	-0.1	1	3.8	-14	-8	0.5	7
Cc1cc(NC(=O)COC(=O)c2ccc(F)c(S(=O)(=O)N3CCOCC3)c2)no1	3	.	3.2	0.0	-1	1.3	-11	-4	-1.2	-16
NC(=O)C1CCN(C(=O)CCC(=O)c2ccc(F)cc2)CC1	13	6	-1.3	0.1	-1	-2.3	-12	1	-1.0	2
CCOc1ccc(CN=C(N)N=C(N)N)cc1Cl	14	-4	5.0	-0.7	-1	1.5	-2	5	-2.6	0
CCCCCCCCOC(=O)c1nc(Cl)c(Cl)c(N)c1Cl	11	-1	4.1	1.2	-15	3.5	-10	18	-0.2	-11
Cc1nonc1C(=O)N1CCCC(Nc2ccc(C(C)C)cc2)C1 (stereo unspecified)	-4	-2	0.8	-1.2	-2	0.6	-3	-3	-0.2	6
COc1ccc(N(CC(=O)NCCC2=CCCCC2)S(=O)(=O)c2ccc(C)cc2)cc1OC	-6	-1	3.3	-0.7	-1	0.5	-5	-2	-2.1	-2
CCOC(=O)C(NCCCO)c1ccccc1 (stereo unspecified)	13	.	0.1	-2.3	1	1.7	0	-1	-0.8	.
CC(=O)OC1CCC(OC(C)=O)c2c1n([O-])c(C)c(C)[n+]2=O (stereo unspecified)	-21	.	1.8	-0.7	-2	1.3	4	-5	1.7	-46
O=C(CSc1ccccc1F)NNC(=O)c1ccncc1	6	3	0.9	-1.2	-2	4.2	-11	-5	-0.7	-5
CCOC(=O)Cc1csc(SCn2nnc3ccccc3c2=O)n1	-29	.	-0.5	0.0	-2	1.0	-7	0	2.6	-4
O=C(Cn1ncc2c([nH]c3ccccc32)c1=O)N1CCc2ccccc2C1	0	-2	0.6	-1.9	2	0.8	1	2	1.3	2
O=S(=O)(c1ccc(Br)s1)N1CCN(c2ncccn2)CC1	-41	-2	1.6	-1.3	-5	3.0	-22	0	-1.1	4
CC(NC(=O)[C@H](C)NC(=O)c1ccco1)c1ccc(S(N)(=O)=O)cc1 (stereo partly specified)	3	-4	4.4	-0.7	-2	1.8	-5	0	0.6	5

Four compounds already listed, ordered by count of non-hydrogen atoms, smallest number first:
SMILES	PfHsp90 set2	Wnt bcat act	AddAB inh	CAL PDZ FP	DAGLB inh	phage Ecoli inh	PvdQ inh	Tat transport	E coli growth	Rtt109 HAT inh
COCCCNS(=O)(=O)c1ccccc1	9	.	2.2	-0.4	-2	1.6	-7	0	0.0	-13
Cc1ccc(C(=O)NNC(=O)/C=C\C(=O)O)cc1	18	9	0.9	-1.7	-3	1.4	-5	0	0.8	-6
CCOC(=O)c1c(/N=C/c2ccccc2O)sc2c1CCC2	-4	-1	2.0	-0.1	-1	1.8	-14	3	-0.4	0
COc1ccc(N(CC(=O)NCCC2=CCCCC2)S(=O)(=O)c2ccc(C)cc2)cc1OC	-6	-1	3.3	-0.7	-1	0.5	-5	-2	-2.1	-2

More structures
SMILES	PfHsp90 set2	Wnt bcat act	AddAB inh	CAL PDZ FP	DAGLB inh	phage Ecoli inh	PvdQ inh	Tat transport	E coli growth	Rtt109 HAT inh
COc1ccccc1N1CCN(C2CCCCC2NS(=O)(=O)c2ccc(Cl)cc2)CC1 (stereo unspecified)	7	.	0.3	-1.6	-9	.	6	-1	4.8	5
CN(CCO)CC(O)CN(c1ccccc1)c1ccccc1 (stereo unspecified)	-1	0	-0.4	1.5	2	2.4	-24	-1	-1.2	-3
COc1cc(/C=N/n2cnnc2)ccc1OS(=O)(=O)c1ccccc1[N+](=O)[O-]	27	-1	0.9	0.2	-2	5.4	14	-10	-0.7	-1
Cc1nc(SCC#N)c2c(C)c(C)sc2n1	.	.	1.8	-2.2	-1	0.3	-10	-1	0.2	-3
COc1cc(NC(=O)C2CCC(CNc3c(N4CCC(C)CC4)c(=O)c3=O)CC2)cc(OC)c1 (stereo unspecified)	15&-3	0&-4	5.5	0.1&-0.8	4&-1	2.6&1.2	-15&1	1&5	-1.2	9&20
Clc1ccc(-c2noc3c2-c2nc(Cc4cccc5ccccc45)sc2CC3)cc1	0	-1	-1.9	-0.5	-4	2.3	-2	-5	-0.1	-10

Compound activity (PubChem)
